# SENP1 inh – human SENP1 catalytic domain inhibitors, primary screen, biochemical, FRET, uHTS; recombinant SENP1 catalytic domain, CyPet-SUMO1-YPet FRET cleavage; inhibition, % at 10 µM; hit rate 0.21% among 360,000; AID 624204, 2012;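 active = inhibition at least 30% at 10 µM, raw YFP signal under a set limit, fluorescence ratio 0.5 to 1.5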;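 also: 0% = enzyme with DMSO and 100% = no enzyme wells; some results filed as inactive read as strong as hits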
# Target sequence (Q9P0U3 419-644 limits assumed): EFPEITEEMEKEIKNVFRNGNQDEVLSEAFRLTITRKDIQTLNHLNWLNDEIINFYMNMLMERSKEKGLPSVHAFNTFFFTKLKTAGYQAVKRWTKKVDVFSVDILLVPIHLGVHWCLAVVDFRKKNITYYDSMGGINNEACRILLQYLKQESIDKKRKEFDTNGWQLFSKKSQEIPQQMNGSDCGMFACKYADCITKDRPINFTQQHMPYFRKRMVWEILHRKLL
#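 Controls: no-enzyme wells low, DMSO-plus-enzyme wells high control. Test system: human recombinant His6-tagged SENP1 catalytic domain enzyme. Reagent: SFCypet-SUMO1-SFYpet FRET protein substrate, 25 nM final. Doses: one dose per compound, 10 µM, 0.5% DMSO. Detection: FRET, CFP and YFP emission. Timing: 50 min reaction at room temperature.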
# SENP8 block-1 – SENP8 protease inhibitors, primary screen, biochemical, luminescence; hit rate 1.2% among 330,000; inhibition, % at 10 µM; AID 2540, 2010; Sentrin-specific protease 8 (Homo sapiens), Q96LD8; purified SENP8, Z-RLRGG-aminoluciferin cleavage; in the data active = inhibition above about 50%
# Target sequence (Q96LD8 whole entry, looked up): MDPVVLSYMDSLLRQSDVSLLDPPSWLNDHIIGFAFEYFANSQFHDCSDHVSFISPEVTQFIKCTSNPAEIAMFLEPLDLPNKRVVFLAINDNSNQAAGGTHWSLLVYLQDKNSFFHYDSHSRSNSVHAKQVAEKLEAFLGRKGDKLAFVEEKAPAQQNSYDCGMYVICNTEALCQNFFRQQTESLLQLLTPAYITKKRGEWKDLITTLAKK
# APOBEC3G inh – APOBEC3G DNA deaminase inhibitors, primary screen, biochemical, fluorescence, single-stranded DNA substrate, uHTS; recombinant A3G, ssDNA deamination FAM/TAMRA fluorescence; inhibition, % at 20 µM; hit rate 0.28% among 330,000; DNA dC->dU-editing enzyme APOBEC-3G (Homo sapiens), Q9HC16; AID 493012, 2011;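 active = inhibition of at least 40% at 20 µM, with no more than 30% in the related APOBEC3A deaminase screen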;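 also: plate controls were DMSO wells with A3G for no effect and wells lacking A3G enzyme for full effect; some compounds called inactive have numbers as strong as hits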
# SENP8 block-2 – human SENP8 protease inhibitors, primary screen, biochemical, fluorescence, Nedd8 protein substrate, uHTS; hit rate 0.64% among 360,000; inhibition, % at 20 µM; AID 602440, 2012; recombinant SENP8; Sentrin-specific protease 8 (Homo sapiens), Q96LD8; in the data active = inhibition mostly above about 40%, no sharp cut-off; inactive = mostly below about 27%
# Apaf-1 inh – inhibitors of human Apaf-1 apoptosome, primary screen, biochemical, DEVD-Rh110 fluorescence, uHTS; Apoptotic protease-activating factor 1 (Homo sapiens), O14727; reconstituted apoptosome caspase-3 activity; inhibition, % at 20 µM; hit rate 0.71% among 330,000; AID 489030, 2010; active = inhibition of at least 40% at 20 µM;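 also: plate controls were DMSO wells for no effect and DEVD-CHO caspase inhibitor wells for full effect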
#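 Material: reconstituted apoptosome with Apaf-1, cytochrome c, caspase-9, procaspase-3, dATP. Technique: Rh110 fluorescence intensity. Buffer or medium: pH 7.5 Hepes buffer with CHAPS, BSA, DTT. Times: 30 min plus 50 min, RT.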
# UBC13 inh – UBC13 polyubiquitin chain formation inhibitors, primary screen, biochemical, TR-FRET, uHTS | inhibition, % at 20 µM | hit rate 0.47% among 330,000; in the data active = inhibition above about 45%, passing the limit was not always enough
# Target sequence (P61088 whole entry, looked up): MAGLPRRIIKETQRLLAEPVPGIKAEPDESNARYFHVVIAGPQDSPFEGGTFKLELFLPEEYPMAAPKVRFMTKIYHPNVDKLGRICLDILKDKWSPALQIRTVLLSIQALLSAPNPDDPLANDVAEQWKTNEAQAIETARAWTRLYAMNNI
# SENP6 block – SENP6 protease inhibitors, primary screen, biochemical, luminescence, uHTS; hit rate 1.8% among 330,000; Sentrin-specific protease 6 (Homo sapiens), Q9GZR1; inhibition, % at 10 µM; Recombinant SENP6 catalytic domain, aminoluciferin luminescence;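 active = inhibition above about 50% at the single tested dose, limit read from the data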;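 also: plate controls were DMSO wells with enzyme for no effect and DMSO wells lacking enzyme for full effect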
# SENP7 block – SENP7 protease inhibitors, primary screen, biochemical, luminescence, uHTS | Sentrin-specific protease 7 (Homo sapiens), Q9BQF6 | recombinant SENP7, Z-RLRGG-aminoluciferin luminescence, 40 min | inhibition, % at 5 µM | hit rate 1.5% among 330,000;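 active = inhibition above about 50% at the single test dose, limit read from the data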;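 also: plate controls were DMSO with enzyme for no effect and no enzyme buffer wells for full effect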
# Target sequence (Q9BQF6 706-1050 limits assumed): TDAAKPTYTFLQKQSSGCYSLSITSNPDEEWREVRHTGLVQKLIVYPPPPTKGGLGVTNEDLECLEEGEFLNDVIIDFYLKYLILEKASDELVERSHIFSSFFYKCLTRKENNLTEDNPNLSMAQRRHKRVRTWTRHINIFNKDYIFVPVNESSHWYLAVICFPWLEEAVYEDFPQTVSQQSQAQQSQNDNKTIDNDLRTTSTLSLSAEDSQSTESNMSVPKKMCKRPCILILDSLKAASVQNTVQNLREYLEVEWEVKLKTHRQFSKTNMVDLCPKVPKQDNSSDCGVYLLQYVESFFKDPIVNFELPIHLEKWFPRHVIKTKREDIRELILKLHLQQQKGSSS
# Numbers without * were called inactive; i = inactive; . = no result given.
SMILES	SENP1 inh	SENP8 block-1	APOBEC3G inh	SENP8 block-2	Apaf-1 inh	UBC13 inh	SENP6 block	SENP7 block
COCCNC(=O)C(Cc1c[nH]c2ccccc12)NC(=O)OCc1ccccc1 (stereo unspecified)	-0.1	-2.9	1.8	5.9	0.9	-6.4	4.5	-3.4
O=[N+]([O-])C(=c1ccc2c(c1)N1C3=C(CCCC3)CC3CCCCC31N=2)[N+](=O)[O-] (stereo unspecified)	.	6.8	5.1	.	6.1	-38.4	-18.4	-1.5
CCC(C)NC(=O)c1ccc(NC(=O)C2=C(C)OCCS2)cc1 (stereo unspecified)	0.5	4.6	4.2	11.9	8.2	6.1	4.5	0.1
COc1ccc(N(CC(=O)NCc2ccc3c(c2)OCO3)S(=O)(=O)c2ccccc2[N+](=O)[O-])c(OC)c1	-0.4	3.3	-2.7	5.1	13.1	1.0	-7.0	0.8
Cc1c(Cl)cccc1NC(=O)COC(=O)Cn1cnc2c1c(=O)n(C)c(=O)n2C	1.6	-10.8	-9.7	-4.2	8.7	0.7	-6.3	-2.9
COc1ccc(NS(=O)(=O)c2cccc(N3CC(O)=C(c4ccccc4)C3=N)c2)cc1	1.5	6.9	-2.4	-3.6	1.1	9.1	9.3	-4.1
Cc1ccc(C)c(NC(=O)CN(C)C(C)C(=O)N2CC(C)CC(C)C2)c1 (stereo unspecified)	0.3	0.6	-6.3	14.5	1.7	-2.0	-2.3	0.8
CN1CCOCCOc2ccccc2OCCOCC1	3.1	2.6	-5.0	33.0	-21.8	8.6	-18.5	6.2
COCc1cc(C)[nH]c(=O)c1C(=O)NC12CC3CC(CC(C3)C1)C2	0.5	1.4	-3.4	-91.5	-8.0	-9.9	-6.4	3.6
O=C(NC(=S)N1CCN(Cc2ccc3c(c2)OCO3)CC1)c1ccc(Cl)cc1	-0.4	-5.3	-5.6	12.2	13.8	1.3	-4.3	-3.2
CN(C(=O)c1ccc2c(c1)OCCO2)c1c(N)n(Cc2ccccc2)c(=O)[nH]c1=O	-5.3	-0.5	-6.5	5.4	4.1	-2.1	-16.7	-0.7
O=C(C[C@H]1C/C=C\C[C@@H](NC(=O)OCC2c3ccccc3-c3ccccc32)C(=O)O[C@@H](c2ccccc2)CNC1=O)N[C@H](CO)Cc1ccccc1	-7.0	-0.8	-10.1	0.9	13.8	6.2	-6.7	0.5
COC(=O)c1ccc(-n2c(C)cc(C(=O)COC(=O)C3=COCCO3)c2C)cc1	-0.7	0.7	-4.3	-2.6	6.9	8.4	4.5	2.6
CCCn1c(N)c(C(=O)COC(=O)CNC(=O)c2ccc(C)c(C)c2)c(=O)n(C)c1=O	0.3	-2.2	-11.5	-0.2	-3.8	5.0	-6.3	-3.3
COc1ccc([C@@H]2CC=C(C(=O)O)[C@H](c3ccccc3)N2S(=O)(=O)c2ccc(C)cc2)cc1OC	-2.6	4.1	-5.7	3.3	-10.9	-8.8	4.6	-4.8
COCCOC(=O)C1=C(C)N(Cc2ccccc2)C(=O)NC1c1cccc(OC)c1OC (stereo unspecified)	-0.8	-11.7	-6.1	4.4	2.0	0.3	3.2	-6.6
COCCNC(=O)c1cc2nc(-c3ccc(F)cc3)cc(C(F)(F)F)n2n1	2.0	3.3	-3.1	-97.7	-5.1	0.9	-7.9	-8.4
CC(=O)COc1coc(CN2CCN(c3ccc(F)cc3)CC2)cc1=O	-0.2	4.6	1.3	9.9	2.2	-5.2	0.6	-2.3
O=[N+]([O-])c1ccc(S(=O)(=O)N2CCSC2c2ccco2)cc1 (stereo unspecified)	-9.4	6.7	11.8	17.6	6.7	-7.2	11.8	6.0
CCS(=O)(=O)C1=NN2C(=N)/C(=C\c3ccc(OC(=O)c4ccco4)cc3)C(=O)N=C2S1	-114.8	-1.9	-5.0	-3.5	-4.2	-15.3	1.2	-1.9
Cc1nnc(N/N=C/c2cccc(C(F)(F)F)c2)n1N	2.2	2.5	-9.1	48.9*	-1.4	-5.8	3.4	4.1
O=C(NCc1cccc(F)c1)c1cccc(OC2CCN(C(=O)C3CC3)CC2)c1	2.3	-0.2	-4.2	9.4	-20.7	1.8	7.6	-1.1
Nc1c(N(Cc2ccco2)C(=O)COc2ccccc2F)c(=O)[nH]c(=O)n1Cc1ccccc1	-6.6	8.5	-9.6	-6.2	-4.6	1.4	-7.9	-0.1
COc1ccc(CC(=O)OCC(=O)Nc2c(C)n(C)n(-c3ccccc3)c2=O)cc1OC	3.9	-9.5	-5.5	3.0	-2.8	-4.2	1.0	-6.1
CC(C)=CCN1CCN(Cc2c(C)nn(C)c2Cl)CC1CCO (stereo unspecified)	1.4	2.9	6.8	7.1	4.2	-3.3	-2.6	8.8
COC1(OC)N=C(N)C2(C#N)C(c3ccccc3)NC(C)=CC12C#N (stereo unspecified)	-21.6	-7.7	-8.3	i	-12.2	12.0	-2.9	-5.6
Cc1cccc(CSc2nnc(Cn3c(=O)sc4ccccc43)n2C)c1	0.1	-19.6	-11.6	11.7	9.8	17.3	-14.4	-10.8
O=C(NCCN1CCOCC1)c1cc(-c2ccc(Cl)c(Cl)c2)on1	-0.6	-11.7	-5.7	9.2	6.2	-4.6	-12.4	2.4
COC(=O)[C@H](CC(C)C)NC(=O)N1CCN(c2cccc(C(F)(F)F)c2)CC1	1.0	2.1	-2.5	10.7	0.4	-9.8	-4.0	2.6
CC(Sc1nnc(NC2CC2)s1)C(=O)Nc1ccc(S(N)(=O)=O)cc1 (stereo unspecified)	0.9	2.1	-7.8	3.1	-8.9	15.6	-8.3	-1.8
Cc1nc2ccccc2c2nc3ccccc3n12	-3.5	0.1	-5.1	-273.2	-17.7	5.6	0.8	9.9
Cc1cnc(NC(=O)Cc2ccc(Br)cc2)s1	-0.2	-3.2	-4.7	21.7	0.6	6.6	-4.6	-3.2
CCOC(=O)c1c(NC(=O)C2CC2)sc2c1CC(C)(C)OC2	-0.2	4.6	-4.6	-69.0	-15.6	0.0	-5.6	1.6
COc1cccc(S(=O)(=O)N2CCN(C(=O)c3ccco3)CC2)c1	1.5	4.4	-7.5	3.1	-11.3	10.3	-4.9	-5.1
CCCCCCCC/C=C\CCCCCCCC(=O)NCCc1ccc(O)c(O)c1	-1.4	7.0	-2.0	13.3	25.1	-13.5	-2.3	7.9
CC[C@@H](Nc1ncnc2c1oc1ccccc12)C(=O)O	0.8	9.3	-5.5	21.4	-23.0	0.7	21.0	-4.6
COc1ccccc1N(Cc1cc(=O)[nH]c2ccccc12)C(=O)c1ccccc1	1.9	0.3	-1.5	2.6	3.4	2.9	-4.6	-9.8
COc1ccc(C(=O)N/N=C(\C)c2ccc(NC(=O)Cc3ccccc3)cc2)c(OC)c1	-1.8	-6.1	-1.6	-363.5	4.4	-11.7	-8.6	-15.7
CC1=Nn2c(nc(-c3ccccc3)c2-c2ccccc2)NC(=O)C1Br (stereo unspecified)	10.1	-2.3	-6.4	-94.7	5.5	5.0	-2.9	6.5
CCCCOc1ccccc1C1C(C(N)=O)=C(C)Nc2nnnn21 (stereo unspecified)	2.9	-10.0	-4.0	-5.4	-10.2	-2.9	-19.8	13.9

# Record cards (already shown). Values in the order: SENP1 inh, SENP8 block-1, APOBEC3G inh, SENP8 block-2, Apaf-1 inh, UBC13 inh, SENP6 block, SENP7 block
# Shown for `COc1ccccc1N(Cc1cc(=O)[nH]c2ccccc12)C(=O)c1ccccc1` = 1.9, 0.3, -1.5, 2.6, 3.4, 2.9, -4.6, -9.8
# Shown for `CC[C@@H](Nc1ncnc2c1oc1ccccc12)C(=O)O` = 0.8, 9.3, -5.5, 21.4, -23.0, 0.7, 21.0, -4.6

# Further results follow.
SMILES	SENP1 inh	SENP8 block-1	APOBEC3G inh	SENP8 block-2	Apaf-1 inh	UBC13 inh	SENP6 block	SENP7 block
O=C(NC1CCCC1)C(c1ccccn1)N(Cc1ccc(F)cc1)C(=O)c1csnn1 (stereo unspecified)	-2.8	2.1	-7.9	-48.8	-0.4	-5.5	0.5	-2.6
O=C(NCc1ccncc1)c1ccc(Cl)c(S(=O)(=O)N2CCOCC2)c1	2.4	4.6	-6.2	-4.2	0.1	-0.6	0.0	6.1
COc1ccc(C(=O)NCCN2CCN(C(=O)c3ccc(OC)c(OC)c3)CC2)cc1OC	-1.3	4.8	-13.3	3.8	0.4	1.6	-3.2	2.6
CC1CCCCC1NC(=O)/C(C#N)=C/c1ccc2c(c1)OCCO2 (stereo unspecified)	.	-1.2	-5.6	.	0.7	0.6	17.8	-2.1
CCSc1nc2[nH]ncc2c(=O)[nH]1	0.7	-10.3	-4.3	12.2	0.5	-1.8	-14.3	-8.8
COc1ccccc1N1CCN(C(=O)Cn2nc(C(F)(F)F)c3c2CCC3)CC1	-0.2	-10.1	-8.0	11.4	12.7	-2.5	-11.0	-8.0
COCCOC(=O)c1c(C)oc2ccc(OS(C)(=O)=O)cc12	-0.9	-6.0	-10.2	11.6	-1.5	2.0	5.1	1.6
Cc1csc(NC(=O)C(CC(C)C)NS(=O)(=O)c2ccc3c(c2)oc(=O)n3C)n1 (stereo unspecified)	-2.3	1.6	-4.6	-2.6	1.0	-1.5	10.1	-0.7
CN(Cc1ccccc1)C(=O)c1ccc(NC(=O)Cc2cccc(NC(=O)C3CCCN(C(=O)C4CCC4)C3)c2)cc1 (stereo unspecified)	1.0	12.8	-7.0	8.0	16.4	-6.2	-3.4	6.1
COc1ccc2[nH]c(C)c(CCN(Cc3cccs3)C(=S)Nc3ccccc3)c2c1	54.2	1.3	-7.7	-63.8	9.6	-24.5	4.0	8.2
O=C(Nc1cc(Cl)ccn1)C1(c2ccccc2)CC1(Cl)Cl (stereo unspecified)	-0.7	-2.3	-1.9	13.6	23.6	3.7	-12.8	6.9
COc1cc(CN2CC(=O)N(c3cc(Cl)ccc3C)C2=S)cc(OC)c1OC	1.9	0.9	-6.8	19.1	14.9	7.7	-10.6	7.6
CN(Cc1cnccn1)Cc1cn(Cc2ccccc2)nc1-c1ccc2c(c1)OCO2	0.4	-3.5	-6.8	19.7	1.9	-8.1	-17.2	-4.2
O=C1NCCN(Cc2cccc(Oc3ccccc3)c2)C1CC(=O)N1CCCCO1 (stereo unspecified)	-4.1	1.6	-5.3	-50.9	-13.7	0.3	-4.9	2.9
O=C(Nc1ccc(N2CCOCC2)cc1N1CCOCC1)c1ccc([N+](=O)[O-])cc1	0.4	-1.9	7.0	29.6	13.2	-10.6	-29.5	4.8
COc1cc(C(=O)Nc2ccc(C#N)cc2)c([N+](=O)[O-])cc1OC	0.9	11.8	0.9	8.4	7.3	2.3	8.1	3.9
C[C@H](NC(=O)C(c1ccccc1)c1ccccc1)c1ccccc1	-0.6	2.3	-2.3	11.7	7.1	-2.2	2.8	7.4
COC(=O)c1ccccc1NC(=O)c1cc[n+](C)cc1	2.7	3.1	19.0	33.7	-7.1	7.0	-7.5	5.5
CCCN(C(=O)CSc1nnnn1C)C1CCS(=O)(=O)C1 (stereo unspecified)	1.2	-12.2	-6.9	-48.5	2.1	-7.3	-19.2	-1.8
COCCCNC(=O)CN(CCc1ccccc1)S(=O)(=O)c1ccccc1	1.9	26.6	-0.3	0.1	2.5	4.1	25.1	-2.9

# High-throughput results deposited in PubChem by Sanford-Burnham Center for Chemical Genomics.
